Compound activity as filed in PubChem BioAssay.
PME-1 inh = PME-1 inhibitors via competitive probe labeling, primary screen, biochemical, fluorescence polarization, FP-Rh probe, HTS; 320,000 tested, 0.53% active; inhibition, % at 5.9 µM; recombinant PME-1; AID 2130, 2009;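 active = inhibition above the campaign mean of all compounds plus 3 SD, cut at about 26% in these data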;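 also: competitive labeling of PME-1 active site by serine hydrolase directed probe; 0% = PME-1 with DMSO and 100% = wells lacking PME-1 enzyme; inhibitors block probe labeling so polarization falls and inhibition rises; many of its hits are not listed in these tables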
Bcl-xL primary = inhibitors of human Bcl-xL, primary screen, biochemical, fluorescence polarization, HTS; Bcl-2-like protein 1 (Homo sapiens), Q07817; GST-Bcl-xL / FITC-Bim BH3 peptide fluorescence polarization; inhibition, % at 10.9 µM; 320,000 tested, 0.7% active;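 active = inhibition above the mean of all tested compounds plus 3 SD, cutoff set per campaign, cut at about 30% in these data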;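 also: 0% = DMSO wells and 100% = unlabeled Bim-BH3 peptide competitor; inhibitors lower millipolarization by displacing the labeled peptide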
MEX-5 binding = MEX-5 zinc finger RNA-binding disruptors – biochemical, C. elegans, fluorescence polarization, MLPCN library, primary screen | Zinc finger protein mex-5 (Caenorhabditis elegans), Q9XUB2 | MEX-5/FITC-TCR2 RNA binding; stronger effect = lower value | activity score (negative = inhibition of binding), % at 10 µM | 300,000 tested, 0.38% active | AID 1832, 2009;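 active = inhibition past about -25% in most replicates, and total fluorescence under double the plate's negative control median, limit read from the data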;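 also: 0% = DMSO and -100% = 5 µM competing unlabeled TCR2 RNA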
Target sequence (Q9XUB2 whole entry, looked up): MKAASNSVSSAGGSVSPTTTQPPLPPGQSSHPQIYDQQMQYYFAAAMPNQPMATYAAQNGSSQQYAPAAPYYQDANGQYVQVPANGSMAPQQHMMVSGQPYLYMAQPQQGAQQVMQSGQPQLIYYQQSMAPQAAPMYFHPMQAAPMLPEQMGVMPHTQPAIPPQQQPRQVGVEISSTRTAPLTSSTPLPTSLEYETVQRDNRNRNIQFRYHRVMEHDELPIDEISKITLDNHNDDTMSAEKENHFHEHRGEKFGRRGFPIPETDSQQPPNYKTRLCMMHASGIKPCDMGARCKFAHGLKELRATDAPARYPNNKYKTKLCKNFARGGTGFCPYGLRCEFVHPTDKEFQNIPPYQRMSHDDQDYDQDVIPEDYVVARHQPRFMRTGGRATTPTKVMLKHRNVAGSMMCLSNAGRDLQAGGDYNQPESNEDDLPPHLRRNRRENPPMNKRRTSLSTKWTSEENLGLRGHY
MCL1 BIM primary = inhibitors of MCL1 binding to BIM-BH3, primary screen, biochemical, fluorescence polarization; AID 2057, 2009; Induced myeloid leukemia cell differentiation protein Mcl-1 (Homo sapiens), Q07820; GST-MCL1 / FITC-Bim-BH3 fluorescence polarization; 320,000 tested, 0.68% active; inhibition, % at 10.9 µM;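 active = inhibition above the mean inhibition of all tested compounds plus 3 SD, set per campaign, cut at about 40% in these data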;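 also: 0% = DMSO wells and 100% = unlabeled Bim-BH3 peptide control; higher means more loss of mP so more displacement of Bim peptide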
Target sequence (Q07820 whole entry, looked up): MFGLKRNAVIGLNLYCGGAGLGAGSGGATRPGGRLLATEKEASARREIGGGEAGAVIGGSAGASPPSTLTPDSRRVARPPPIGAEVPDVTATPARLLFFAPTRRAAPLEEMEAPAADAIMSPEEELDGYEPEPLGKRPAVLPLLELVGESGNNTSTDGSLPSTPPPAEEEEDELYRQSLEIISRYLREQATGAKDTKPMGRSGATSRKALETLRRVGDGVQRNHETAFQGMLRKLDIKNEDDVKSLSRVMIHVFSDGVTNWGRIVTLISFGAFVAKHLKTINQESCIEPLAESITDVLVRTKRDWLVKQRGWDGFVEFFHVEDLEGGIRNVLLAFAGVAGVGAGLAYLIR
Fam108B inh = mouse Fam108B serine hydrolase inhibitors, primary screen, counter-screen for RBBP9 inhibitor project, biochemical, fluorescence polarization | inhibition, % at 9.51 µM | 300,000 tested, 0.33% active | recombinant Fam108B, FP-Rh probe fluorescence polarization;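 active = inhibition above the screen mean inhibition plus 3 SD, computed separately per campaign, cut at about 18% in these data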;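 also: inhibitors lower polarization as less probe binds the enzyme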
PAD4 inh = human PAD4 inhibitors, primary screen, biochemical, fluorescence polarization, 1536-well format. Protein-arginine deiminase type-4 (Homo sapiens), Q9UM07. recombinant PAD4, RCA probe fluorescence polarization. inhibition, % at 6.36 µM. 330,000 tested, 0.41% active;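 active = percent inhibition above a cutoff equal to the mean of all tested compounds plus 3 SD, cut at about 15% in these data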;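 also: 0% = PAD4 with RCA probe and DMSO and 100% = probe without PAD4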
GLD-1 RNA inh = GLD-1/TGE RNA complex disruptors, primary screen, biochemical, fluorescence polarization. 320,000 tested, 0.44% active. purified GLD-1 + fluorescein TGE RNA. AID 2280, 2010. Female germline-specific tumor suppressor gld-1 (Caenorhabditis elegans), Q17339. inhibition, % at 5.96 µM;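 active = percent inhibition above a per-plate cutoff, the plate mean of test compounds plus 3 SD, cut at about 30% in these data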;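 also: 0% = DMSO wells with GLD-1 and probe and 100% = wells lacking GLD-1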
TPT1 inhibitor = Candida albicans TPT1 enzyme inhibitors, primary screen, biochemical, fluorescence polarization; AID 1962, 2009; tRNA 2'-phosphotransferase TPT1 (Candida albicans SC5314); recombinant caTPT1, FP RNA substrate dephosphorylation; inhibition, % at 5 µM; 300,000 tested, 0.81% active;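 active = inhibition above the mean of all tested compounds plus 3 SD, set per screening campaign, cut at about 24% in these data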;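 also: plate controls were DMSO alone for no effect and ferristatin control at 100 nM for full effect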
GSTO1 inh = inhibitors of recombinant GSTO1, primary screen, counter-screen for RBBP9 inhibitor project, biochemical, fluorescence polarization. Glutathione S-transferase omega-1 (Homo sapiens), P78417. activity-based probe fluorescence polarization. inhibition, % at 5.96 µM. 300,000 tested, 1.1% active;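 active = inhibition above the campaign mean inhibition plus 3 SD, cut at about 35% in these data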;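 also: 0% = GSTO1-1 with DMSO and 100% = wells lacking GSTO1-1 enzyme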
The depositor's hits bear a star; . = not tested or not shown. This is a subset, so the mix of outcomes need not match the whole.

Second line of a record: PME-1 inh	Bcl-xL primary	MEX-5 binding	MCL1 BIM primary	Fam108B inh	PAD4 inh	GLD-1 RNA inh	TPT1 inhibitor	GSTO1 inh
> COc1cc(CNc2ncnc3c2[nH]c2ccc(C)cc23)cc(OC)c1
 : 10	0	-4.2	-6	6	-6	5	2	-13
> Nn1c(SCC(=O)Nc2ccc3c(c2)OCO3)nnc1C(F)(F)F
 : -1	-4	-1.6	-9	-1	2	-7	-4	-9
> CN(C)C(=O)/C(=C/c1cn(-c2ccccc2)nc1-c1cccc([N+](=O)[O-])c1)NC(=O)c1ccccc1
 : 5	2	-2.7	2	0	-4	5	0	-4
> Cc1c(C(=O)NC(C)C2CC3CCC2C3)cccc1[N+](=O)[O-] (configuration not stated)
 : 4	1	1.2	3	-1	1	-6	2	-2
> O=C(NCc1cccs1)c1cccc(S(=O)(=O)N2CCCCC2)c1
 : -2	-1	2.2	-3	-4	0	9	0	2
> CCN(CC)C(=O)/C(=C\c1ccc(Br)cc1)NC(=O)c1ccccc1OC
 : -1	7	1.1	9	3	-1	-4	-1	1
> CC(=NC1CCN(Cc2ccccc2)CC1)c1c(O)[nH]c(=O)[nH]c1=O
 : -4	4	2.2	-1	1	2	0	-1	11
> COc1ccc(-n2c(C)nc3c(cnn3-c3ccccc3)c2=O)cc1
 : 0	1	0.2	4	-1	7	0	0	2
> CC1CCCN(CCCNC(=O)C2CCN(S(=O)(=O)N3CCC4(CC3)OCCO4)CC2)C1 (configuration not stated)
 : 2	1	-0.1	-1	2	0	6	-2	6
> CCc1cc2c(=O)n(N)c(CCC(=O)O)nc2s1
 : -1	1	-0.3	7	-3	-2	5	2	0
> COc1ccc(N(CC(=O)N2CCc3ccccc3C2)S(=O)(=O)c2ccccc2)cc1
 : -1	-1	1.6	2	3	-1	4	1	-1
> CCC(=O)N1c2ccc(S(=O)(=O)N3CCCCC3)cc2CC1C (configuration not stated)
 : -2	1	1.3	4	2	-4	7	0	6
> Cc1ccc2ncnc(Nc3ccccc3)c2c1
 : -8	7	-1.0	9	2	-2	-3	-5	2
> Cc1csc(SCC(=O)Nc2cc(S(=O)(=O)N3CCOCC3)ccc2N2CCOCC2)n1
 : 11	5	-3.6	7	11	0	-7	-3	3
> COc1ccccc1C1CCN(c2ccc([N+](=O)[O-])c(OC)c2)CC1
 : -4	-2	-2.1	3	2	2	7	-2	-8
> CCn1cc(/C=N/NC(=O)c2cc3c(ccc4ccccc43)o2)c2ccccc21
 : 26	0	1.6	-2	16	-6	3	2	12
> Cc1ccc(S(=O)(=O)NC(C)(C)CN2CCC(Cc3ccccc3)CC2)cc1
 : 6	0	1.4	-7	1	-5	0	1	-2
> C#Cc1ccc([C@@H]2C=C(C(=O)OCC=C)O[C@H](OCC)[C@H]2CCCO)cc1
 : -4	8	1.7	26	-2	-2	-7	-1	7
> COc1ccc(S(=O)(=O)N2CCOCC2)cc1NC(=O)Cc1ccccc1Cl
 : 14	1	-3.2	2	3	-3	-1	0	-1
> Cc1cccc(OCC(=O)N2CCN(C(=O)c3ccco3)CC2)c1
 : -10	-1	3.7	-1	-2	4	16	-3	9
> CCOC(=O)c1cc(NC(=O)C2CCCO2)cc(C(=O)OCC)c1 (configuration not stated)
 : 2	-3	-1.3	3	-1	-4	4	2	10
> CN(CCOc1ccccc1)C(=S)Nc1ccc(OC(F)F)cc1
 : 4	-5	1.6	-8	-4	0	-5	2	8
> CC(O)c1n(C)c(Cl)c[n+]1C (configuration not stated)
 : -5	-4	0.3	-18	-2	-1	9	1	-7
> COc1ccccc1S(=O)(=O)Cc1ccc(C(=O)NCc2cccs2)o1
 : 0	2	0.8	4	4	1	-4	-1	6
> CCCCc1c(O)nc(SCCN(C)C)n(-c2ccccc2)c1=O
 : 2	4	-1.2	11	1	2	2	-4	2
> CC(C)(C)c1nnc(NC(=O)c2cc(-c3ccccc3)nc3ccccc23)s1
 : -1	1	-8.5	4	5	-1	1	-3	-3
> COC(=O)c1c(C)[nH]c(/C=N/Nc2ccccc2)c1C
 : 6	1	-0.9	-8	4	1	3	-1	-5
> CCOc1ccccc1NC(=O)CSc1cn[nH]n1
 : -5	3	1.0	4	-2	0	1	-2	6
> Cc1ccc(C)c2c1N(Cc1ccccc1)C(=O)C21OCCO1
 : 4	1	-1.0	1	-5	-2	2	2	10
> CCCNC(=O)NC(=O)CN1C(=O)NC(C)(c2ccc(C)cc2)C1=O (configuration not stated)
 : 1	-1	2.8	-1	0	-6	0	1	-1
> CN1CCCC(OC(=O)CCCC(=O)OC2CCCN(C)C2)C1 (configuration not stated)
 : -1	6	1.8	2	-2	-5	4	3	0
> O=C(O)CC1c2ccccc2CCN1S(=O)(=O)c1ccc(F)cc1 (configuration not stated)
 : -1	5	1.6	3	3	3	2	-3	4
> Cc1ccc2nc3ccc(N4CCCCCCC4)nn3c(=O)c2c1
 : 10	1	0.7	-1	9	-2	3	-4	-2
> COc1cc(C=O)c(-c2c(C=O)cc(OC)c3c2OCO3)c2c1OCO2
 : -1	1	-4.8	-5	1	1	-4	0	10
> CC(=O)N1CCc2cc(S(=O)(=O)CCC(=O)Nc3c(C)n(C)n(-c4ccccc4)c3=O)ccc21
 : 4	2	1.7	-1	1	6	11	1	13
> CC(C)c1ccc(/C=N\NC(=O)c2ccc(Cn3cccn3)o2)cc1
 : -25	1	3.2	-9	-3	-1	5	0	2
> O=C(N/N=C/c1ccc2c(c1)OCO2)C(O)c1ccccc1 (configuration not stated)
 : -2	7	1.6	4	0	1	2	0	2
> COCCN(C(=S)Nc1ccc(C)c(C)c1)C(C)c1ccco1 (configuration not stated)
 : -1	4	1.9	6	-1	-1	-9	-2	-6
> CCc1noc(C)c1C(=O)Nc1nc2c(F)cc(F)cc2s1
 : 2	-4	.	-6	.	-4	-2	.	.
> COc1cc(OC)nc(Oc2ccccc2/C=N/O)n1
 : 1	6	0.4	3	-3	3	4	-4	-5
> CCOc1ccc(OCCCC(=O)NNC(=O)c2ccncc2)cc1
 : 2	3	1.6	5	5	3	8	-4	3
> Cc1c(S(=O)(=O)N2CCC(C)CC2)c(=O)n(C)c(=O)n1C
 : -13	0	1.2	4	-4	-3	-3	-1	3
> C=C/C(C)=C/C[C@H]1C(=C)CCC2[C@](C)(C(=O)O)CCC[C@@]21C (some centres not stated)
 : -4	2	.	-3	3	-6	1	1	0
> CCOC(=O)c1[nH]cnc1C(=O)N1CCN(C(=O)OC(C)(C)C)CC1
 : 2	6	.	9	.	-1	0	.	.
> CN(C)S(=O)(=O)c1cc(NC(=O)COC(=O)C2CSC3(C)CCC(=O)N23)ccc1Cl (configuration not stated)
 : 5	8	-2.6	4	4	-3	9	-1	-7
> Nc1ccc(S(=O)(=O)Nc2ccc(S(N)(=O)=O)cc2)cc1
 : -1	2	0.8	5	7	2	9	-1	6
> COC(=O)c1ccc(C)c(NC(=O)CCSc2ccccc2)c1
 : -7	6	0.4	2	4	1	5	-4	-12
> Cc1c(NC(=O)C2CCCN2S(=O)(=O)c2ccccc2)c(=O)n(-c2ccccc2)n1C (configuration not stated)
 : -2	2	1.3	1	-5	3	0	-1	0
> Cc1cccc(CSc2nnc(N)n2-c2ccccc2)c1
 : 1	8	1.6	7	3	-5	5	-1	11
> O=C(Nc1nccs1)C(F)(F)C(F)(F)C(F)(F)C(=O)Nc1nccs1
 : -4	7	-1.7	1	2	-2	-1	-2	-15

Following part
Second line of a record: PME-1 inh	Bcl-xL primary	MEX-5 binding	MCL1 BIM primary	Fam108B inh	PAD4 inh	GLD-1 RNA inh	TPT1 inhibitor	GSTO1 inh
> CC1CCCCN1CC(=O)Nc1sc2c(c1C#N)CCC2 (configuration not stated)
 : 4	17	-1.2	16	-2	-3	0	-2	6
> COc1ccc(NC(=O)CCCN2C(=O)C(c3ccccc3)Oc3cccnc32)cc1 (configuration not stated)
 : 0	0	0.6	-1	-2	-3	2	0	5
> O=c1c2nnn(-c3ccccc3)c2ncn1C/C=C/c1ccccc1
 : -6	0	0.3	2	-7	10	3	0	2
> CCN(CC)c1ccc(/C=N/N(c2ccccc2)c2ccccc2)c(O)c1
 : -5	-3	-0.7	-5	-1	-11	0	3	6
> O=C(CNC(=O)c1cncc(Br)c1)Nc1ccc(F)c(F)c1F
 : 2	7	2.0	0	-5	-1	1	-1	0
> Cc1sc2c3ccsc3ccc2[n+]1C
 : 1	0	2.2	-15	-4	14	7	0	2
> NC(=O)CC(NC(=O)c1ccccc1)c1ccc(NC2CCCCC2)c([N+](=O)[O-])c1 (configuration not stated)
 : 1	0	-2.4	-7	-5	0	3	10	-5
> CCOC(=O)C1CCN(C(=O)CCCn2nc(CC)n3c(cc4occc43)c2=O)CC1
 : -4	-2	2.9	-7	1	-2	1	5	5
> CS(=O)(=O)N1CCC(C(=O)Nc2cccc(Cl)c2)CC1
 : 2	1	1.9	1	0	-3	1	-6	-2
